Compound activity deposited in PubChem by National Center for Advancing Translational Sciences (NCATS).
IDH1 R132H inh: human IDH1 R132H inhibition | Potency, µM (series often up to 76.6 µM), for the others: at the highest dose activity change, negative = inhibition, usual class: inhibitors | O75874 | 390,000 tested, 0.093% active | AID 602179 | IDH1-R132H enzyme, NADPH consumption, diaphorase/resazurin fluorescence; further: potency means the concentration at half of the fitted maximal effect; on the % scale 0 is the no-effect control and ±100 the full control effect; nearly all actives have a fitted effect of over 65% in size
Target sequence (O75874 whole entry R132H, stated change not applied): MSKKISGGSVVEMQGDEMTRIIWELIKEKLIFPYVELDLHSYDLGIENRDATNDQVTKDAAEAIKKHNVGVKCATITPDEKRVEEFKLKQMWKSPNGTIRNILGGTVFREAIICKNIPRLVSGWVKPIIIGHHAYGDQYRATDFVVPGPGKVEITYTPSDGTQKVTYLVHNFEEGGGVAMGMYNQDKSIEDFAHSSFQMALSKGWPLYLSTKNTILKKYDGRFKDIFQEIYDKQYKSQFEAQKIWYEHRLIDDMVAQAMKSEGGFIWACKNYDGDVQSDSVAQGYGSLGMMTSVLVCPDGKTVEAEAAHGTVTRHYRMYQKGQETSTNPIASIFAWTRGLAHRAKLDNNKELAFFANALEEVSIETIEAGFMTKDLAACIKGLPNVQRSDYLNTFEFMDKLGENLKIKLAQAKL
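IDH1-R132H (0.5 ug/mL) preincubated 30 min with compound, then NADPH (0.016 mM) and alpha-KG (2 mM) added; 80 min at RT, pH 7.5. Remaining NADPH coupled via diaphorase/resazurin to fluorescence (540/590 nm); concentration-response curves normalized to no-enzyme control.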
PGK inhibitor: T. brucei PGK inhibition; P07378; PGK/GAPDH coupled, Kinase-Glo luminescence, 60 min; Potency, µM (top dose mostly 57.5 µM), without a hit: top-dose activity change, negative = inhibition, usual class: inhibitors; 380,000 tested, 0.043% active; further: potency means the concentration at half of the fitted maximal effect; on the % scale 0 is the no-effect control and ±100 the full control effect; nearly all actives have a fitted effect of over 60% in size
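Luminescent ATP detection (Kinase-Glo Plus) follows a 60-minute room-temperature incubation, with wells lacking PGK as controls. Buffer: 100 mM TEA (pH 7.6), 5 mM MgCl2, 0.01% Tween-20. Coupling enzyme GAPDH (100 nM final) supplies unstable 1,3-BPG in-well.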
USP1-UAF1 inh: USP1/UAF1 (human) deubiquitinase inhibition | O94782 | recombinant USP1/UAF1, Ub-Rhodamine cleavage fluorescence | Potency, µM (series often up to 57.1 µM), without a hit: at the top dose activity change, negative = inhibition, usual class: inhibitors | 390,000 tested, 0.23% active; further: potency means the concentration at half of the fitted maximal effect; on the % scale 0 is the no-effect control and ±100 the full control effect; nearly all actives have a fitted effect of over 60% in size; inactives centre near -12
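In this screen, compounds sit with the deubiquitinase complex (1nM) for 15 min at room temperature before Ub-Rho is added at 150nM final. Fluorescence rise is then followed for 6 reads every 60 seconds.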
PI4K2A block: PI4K2A (human) kinase inhibition; 420,000 tested, 0.13% active; activity change, negative = inhibition, % at 76.9 µM; purified PI4K2A, ADP-Glo luminescence, 1 h; hits give low values; Q9BTU6; in the data active means activity change below about -50%; inconclusive means mostly about -30% to -49%;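 further: -100% = wells without enzyme as full effect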
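In this quantitative HTS, ADP production by PI4K2A was quantified luminescently after 1 h at ambient temperature; 100 microM adenosine served as plate-quality control.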
GLS inhibitor: blocks human kidney-isoform glutaminase activity | AID 624170 | Potency, µM (series often up to 45.5 µM), for the others: top-dose activity change, negative = inhibition, hits mostly inhibitors | 410,000 tested, 0.21% active | GLS enzymatic activity, qHTS titration; further: potency means the concentration at half of the fitted maximal effect; on the % scale 0 is the no-effect control and ±100 the full control effect
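Glutamate formation by hKGA was monitored fluorometrically using coupled glutamate oxidase, HRP and Amplex Red. Substrate was added as 1 mM L-glutamine solution; incubation was 30 min at RT after an initial read.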
TrxR1 inh: rat TrxR1 inhibition. O89049. 390,000 tested, 1% active. Potency, µM (top dose mostly 114 µM), for inactives: at the top dose activity change, negative = inhibition, usual class: inhibitors. AID 588453. recombinant rTrxR1, NADPH fluorescence consumption, selenite substrate; further: potency means the concentration at half of the fitted maximal effect; on the % scale 0 is the no-effect control and ±100 the full control effect; nearly all actives have a fitted effect of over 65% in size
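Rat TrxR1 (90 nM in the dispensed reagent) was pre-reduced with 400 uM NADPH for 5 min at room temperature, then incubated with compound for 15 min. After 400 uM selenite was added, NADPH fluorescence (Ex 340/Em 450 nm) was followed for 8 min.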
Pin1 inh: blocks the human prolyl isomerase Pin1 | 390,000 tested, 0.009% active | Potency, µM (top dose mostly 115 µM), without a hit: at the top dose activity, negative = inhibition, most hits filed as inhibitors | Pin1 FP peptide displacement, HiFluor488, 10 min | Q13526; active means well fitted inhibition curve with a large enough effect in the polarisation, with a control signal flat, not every such curve was filed as active; inconclusive means small, poorly fitted or top-dose-only effect, or effect the other way, or a change in a side signal; inactive means no such curve, though single readings can be large or run the other way; the % refers to the polarisation; further: potency means the concentration at half of the fitted maximal effect; on the % scale 0 is the no-effect control and ±100 the full control effect
Target sequence (Q13526 whole entry, looked up): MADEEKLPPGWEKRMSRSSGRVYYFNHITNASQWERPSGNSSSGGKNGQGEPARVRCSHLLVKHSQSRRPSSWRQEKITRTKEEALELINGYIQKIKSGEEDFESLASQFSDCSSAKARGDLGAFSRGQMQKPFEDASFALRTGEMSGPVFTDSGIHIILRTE
HP1b binding inh: inhibitors of HP1-beta chromodomain binding to methylated histone tails | AlphaScreen HP1-beta / biotin-H3K9me3 peptide binding | 390,000 tested, 0.56% active | Potency, µM (titrated, usually from 114 µM), without a hit: at the top dose activity change, negative = inhibition, actives largely listed as inhibitors | AID 540317; further: potency means the concentration at half of the fitted maximal effect; nearly all actives have a fitted effect of over 70% in size; inactives centre near 23
Target sequence (P83916 whole entry, looked up): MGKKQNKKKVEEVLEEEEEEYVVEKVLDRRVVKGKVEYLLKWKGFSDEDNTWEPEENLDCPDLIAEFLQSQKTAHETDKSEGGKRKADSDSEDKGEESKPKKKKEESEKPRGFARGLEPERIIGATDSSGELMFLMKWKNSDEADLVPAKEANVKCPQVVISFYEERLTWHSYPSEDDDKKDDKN
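AlphaScreen: HP1-beta (50 nM) preformed 30 min with biotin-H3(1-18)K9me3 peptide (50 nM) in PBS pH 7.4, 0.01% Tween-20. Compound added for 30 min at RT, then streptavidin donor/nickel chelate acceptor beads (10 ug/mL) for 30 min.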
TrxR1 substrate: is turned over as a substrate by rat TrxR1; purified TrxR1 substrate turnover, NADPH consumption readout; AID 588456; 390,000 tested, 0.01% active; Potency, µM (series often up to 114 µM), without a hit: top-dose activity change, negative = substrate turnover; O89049; further: potency means the concentration at half of the fitted maximal effect; on the % scale 0 is the no-effect control and ±100 the full control effect; nearly all actives have a fitted effect of over 50% in size
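Rat TrxR1, dispensed at 90 nM, was prereduced with 400 uM NADPH (final) for 5 min at ~22 deg C, then incubated with compound 15 min before 400 uM selenite. A first-read NADPH fluorescence drop versus no-compound background flagged substrates.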
Numbers without * were called inactive; i = inactive; ? = inconclusive; . = no result given; [ ] = dose if it differs, or a comment. Unless noted, the call rests on the fitted dose curve; in most records, active means well fitted curve in the direction sought with a large enough effect; inconclusive means small, poorly fitted or top-dose-only effect, or another doubt; inactive means no such curve, though single readings can be large; an effect the other way counts as inactive or inconclusive.

SMILES	IDH1 R132H inh	PGK inhibitor	USP1-UAF1 inh	PI4K2A block	GLS inhibitor	TrxR1 inh	Pin1 inh	HP1b binding inh	TrxR1 substrate
CCOC(=O)Cc1csc(NC(=O)c2ccc(C)o2)n1	-6%	-7%	?	5	2%	-10%[57.1 µM]	-1%	2%	2%[57.1 µM]
Cc1nc2ccccn2c1C(=O)CSc1ccccc1	0%	-5%	-15%	1	-18%	0%	0%	44%[activator]	-7%
CCCCNC(=S)NNC(=O)c1nn(C)c(C)c1Cl	5%	-15%	-1%	1	23%	27%[57.1 µM]	0%	49%[activator]	3%[57.1 µM]
COc1ccc(CC(=O)NCCc2ccc(Cl)cc2Cl)cc1	0%	i	-8%	2	3%	10%[57.1 µM]	-2%	8%	3%[57.1 µM]
COc1cccc(C(=O)N/N=c2/oc3ccccc3cc2C(N)=O)c1	9%	-9%	-25%	0	-7%	-17%	-6%	12%	1%
CC(C)Nc1nnc(Sc2ccc(Cl)cc2[N+](=O)[O-])s1	5%	3%	-15%	-2	2%	-6%	3%	0%	-8%
O=C(CCC(=O)c1cccs1)NNC(=O)c1cccc(Cl)c1	0%	-10%	-2%	1	11%	-2%[57.1 µM]	-7%	24%	-3%[57.1 µM]
CCOC(=O)c1ccc(NC(=S)NC(=O)C2CCCC2)cc1	3%	-9%	-15%	-5	0%	?	-4%	42%[activator]	0%
NNC(=O)CCn1nnc2ccccc21	1%	-9%	-18%	0	4%	16%[57.1 µM]	-3%	23%	6%[57.1 µM]
CCCCOc1ccc(C2=NNC(=O)CC2)cc1	12%	-1%	-7%	-11	8%	6%	-11%	9%	1%
CC(=O)Nc1ccccc1NC(=O)c1cc(C)ccc1C	-3%	-3%	-6%	3	2%	18%[57.1 µM]	-4%	44%[activator]	4%[57.1 µM]
CCCC(=O)N(CCN1CCOCC1)c1nc2cc(C)c(C)cc2s1	4%	i	-22%	4	-10%	42%[activator]	0%	31%	6%
NCCOc1ccccc1-c1ccccc1	1%	i	-26%	2	-4%	9%	3%	30%	-7%[57.1 µM]
Cc1ccc(NC(=O)c2nc[nH]c2C(=O)N2CCc3ccccc3C2)cc1	3%	0%	-7%	-2	3%	10%	0%	40%[activator]	10%[57.1 µM]
C[C@@H]1CN([C@H](C)CO)C(=O)CCCn2nncc2CO[C@H]1CN(C)S(=O)(=O)c1ccc2c(c1)OCCCO2	-5%	-7%	?	1	-1%	.	.	.	.

Complete entries from above. Order of values: IDH1 R132H inh | PGK inhibitor | USP1-UAF1 inh | PI4K2A block | GLS inhibitor | TrxR1 inh | Pin1 inh | HP1b binding inh | TrxR1 substrate
Record of Cc1ccc(NC(=O)c2nc[nH]c2C(=O)N2CCc3ccccc3C2)cc1 → 3% | 0% | -7% | -2 | 3% | 10% | 0% | 40%[activator] | 10%[57.1 µM]
Record of C[C@@H]1CN([C@H](C)CO)C(=O)CCCn2nncc2CO[C@H]1CN(C)S(=O)(=O)c1ccc2c(c1)OCCCO2 → -5% | -7% | ? | 1 | -1% | . | . | . | .
Record of CCOC(=O)c1ccc(NC(=S)NC(=O)C2CCCC2)cc1 → 3% | -9% | -15% | -5 | 0% | ? | -4% | 42%[activator] | 0%

Other records:
SMILES	IDH1 R132H inh	PGK inhibitor	USP1-UAF1 inh	PI4K2A block	GLS inhibitor	TrxR1 inh	Pin1 inh	HP1b binding inh	TrxR1 substrate
O=C(OCc1c(F)cccc1Cl)c1cc([N+](=O)[O-])ccc1N1CCOCC1	0%	-3%	-14%	-3	-6%	7%	-3%	-13%	-11%
Cc1ccc2c(c1)nc1c3ccccc3nc(-c3ccccc3N)n21	3%	0%	-4%	1	-3%	.	.	.	.
C=CCN(CC=C)C(=O)COC(=O)c1n[nH]c2ccccc12	3%	-5%	-5%	-1	3%	14%[57.1 µM]	-6%	11%	13%
CCCCN1CC[C@H]2C=CC[C@@H](C(=O)Nc3ccc(OC)cc3)[C@H]2C1=O	-9%	-8%	-16%	-4	-1%	7%[57.1 µM]	-2%	30%	7%[57.1 µM]
CCCCN1CNC(=S)N(CCc2ccccc2)C1	3%	7%	?	0	-1%	11%[57.1 µM]	-15%	1%	7%[57.1 µM]
C[C@@H]1C(=O)O[C@@H]2[C@H](O)C34[C@H]5C[C@@H](C(C)(C)C)C36[C@H](OC(=O)[C@@H]6O)OC4(C(=O)O5)[C@@]12O (some centres undefined)	-4%	-7%	15%	-1	1%	24%[57.1 µM]	4%	73%[activator]	17%[57.1 µM]
COc1ccccc1OCCC(=O)OCC(=O)Nc1ccc2c(c1)OCO2	2%	-5%	2%	3	4%	10%[11.4 µM]	3%	5%	15%[57.1 µM]
CN1CCN(C(=O)CNc2ccc(C(F)(F)F)cc2[N+](=O)[O-])CC1	-12%	0%	-13%	-2	12%	18%[57.1 µM]	-13%	3%	2%[57.1 µM]

As a working copy, two of the compounds above.
SMILES	IDH1 R132H inh	PGK inhibitor	USP1-UAF1 inh	PI4K2A block	GLS inhibitor	TrxR1 inh	Pin1 inh	HP1b binding inh	TrxR1 substrate
COc1ccccc1OCCC(=O)OCC(=O)Nc1ccc2c(c1)OCO2	2%	-5%	2%	3	4%	10%[11.4 µM]	3%	5%	15%[57.1 µM]
CN1CCN(C(=O)CNc2ccc(C(F)(F)F)cc2[N+](=O)[O-])CC1	-12%	0%	-13%	-2	12%	18%[57.1 µM]	-13%	3%	2%[57.1 µM]

An excerpt; the hit share may differ from the screen's.
